Assay outcomes: PubChem BioAssay, several laboratories
TLR9-MyD88 block = TLR9-MyD88 interaction inhibition; Q9NR96+Q99836; CHO BLA complementation TLR9-MyD88, CCF4 FRET ratio; AID 504734; inhibition, % at 4.98 µM; 340,000 tested, 0.21% active;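 active = inhibition above the mean over all tested compounds plus 3 SD, cut at about 21% in these data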;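 also: 0% = DMSO only wells and 100% = clavulanate BLA inhibitor control wells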
Vif inh = HIV Vif inhibition; HEK293T cells, Vif self-association by quenched fluorescence, imaging, 24 h; inhibition, % at 7.49 µM; 340,000 tested, 0.35% active; AID 602346; in the data active = inhibition above about 50%, passing the limit was not always enough; also: some results filed as inactive read as strong as hits
SRC2 inh = inhibits human steroid receptor coactivator 2. Q15596. HEK293 GAL4-SRC2 luciferase reporter, luminescence. inhibition, % at 9 µM. 370,000 tested, 0.17% active. AID 651957;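 active = inhibition above the mean inhibition of all tested compounds plus 3 SD, set per campaign, cut at about 52% in these data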;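 also: 0% = DMSO treated cells and 100% = cells given Gossypol at 36 µM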
Target sequence (Q15596 whole entry, looked up, the tested form may be a part): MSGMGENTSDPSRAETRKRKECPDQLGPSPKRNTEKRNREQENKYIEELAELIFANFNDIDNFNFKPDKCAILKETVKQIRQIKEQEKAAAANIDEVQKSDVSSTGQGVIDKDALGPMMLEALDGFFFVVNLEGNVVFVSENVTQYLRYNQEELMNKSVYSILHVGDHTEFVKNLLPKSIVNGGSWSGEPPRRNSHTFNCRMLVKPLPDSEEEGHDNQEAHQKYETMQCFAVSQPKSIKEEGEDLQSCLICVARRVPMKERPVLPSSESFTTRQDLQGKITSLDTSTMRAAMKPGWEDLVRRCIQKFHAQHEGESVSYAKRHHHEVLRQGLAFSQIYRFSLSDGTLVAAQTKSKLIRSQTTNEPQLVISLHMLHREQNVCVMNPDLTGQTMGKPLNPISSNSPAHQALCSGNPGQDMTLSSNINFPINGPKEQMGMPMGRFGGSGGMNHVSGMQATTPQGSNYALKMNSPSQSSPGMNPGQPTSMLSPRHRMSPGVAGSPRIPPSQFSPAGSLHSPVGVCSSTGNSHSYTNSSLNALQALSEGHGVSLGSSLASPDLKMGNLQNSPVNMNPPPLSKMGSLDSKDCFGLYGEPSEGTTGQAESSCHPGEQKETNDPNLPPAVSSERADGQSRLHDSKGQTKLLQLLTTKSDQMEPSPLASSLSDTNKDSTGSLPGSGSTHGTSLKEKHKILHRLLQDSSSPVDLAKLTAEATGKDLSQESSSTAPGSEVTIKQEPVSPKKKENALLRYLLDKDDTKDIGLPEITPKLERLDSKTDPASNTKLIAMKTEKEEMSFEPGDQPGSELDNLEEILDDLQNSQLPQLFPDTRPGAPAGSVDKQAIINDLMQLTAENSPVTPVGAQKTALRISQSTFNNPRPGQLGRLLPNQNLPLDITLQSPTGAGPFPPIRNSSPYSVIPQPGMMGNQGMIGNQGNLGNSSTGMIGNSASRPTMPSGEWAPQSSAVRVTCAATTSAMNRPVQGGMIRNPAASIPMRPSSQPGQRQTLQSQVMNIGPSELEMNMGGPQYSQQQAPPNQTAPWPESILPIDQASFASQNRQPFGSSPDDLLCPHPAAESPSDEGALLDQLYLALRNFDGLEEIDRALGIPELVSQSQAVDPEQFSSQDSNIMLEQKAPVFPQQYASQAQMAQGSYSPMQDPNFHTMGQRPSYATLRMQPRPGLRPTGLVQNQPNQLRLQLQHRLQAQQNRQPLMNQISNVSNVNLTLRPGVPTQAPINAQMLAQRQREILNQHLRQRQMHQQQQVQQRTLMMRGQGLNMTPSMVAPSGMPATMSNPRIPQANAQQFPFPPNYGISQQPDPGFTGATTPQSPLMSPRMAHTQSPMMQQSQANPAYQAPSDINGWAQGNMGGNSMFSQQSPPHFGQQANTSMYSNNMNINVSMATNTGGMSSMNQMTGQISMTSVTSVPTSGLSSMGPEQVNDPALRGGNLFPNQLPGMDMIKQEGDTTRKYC
TROY signal inh = TROY signaling inhibition; Q293 LMP1-TROYcd NF-kB luciferase reporter, 4 h; inhibition, % at 10 µM; 360,000 tested, 0.98% active;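 active = compounds whose plate-normalised and pattern-corrected inhibition of the luciferase reporter signal at the single screening dose is 50% or more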
COUP-TFII inh = NR2F2 (human) inhibition, primary screen; HEK293T NGFI-A luciferase reporter, luminescence; inhibition, % at 8.6 µM; 370,000 tested, 0.7% active;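 active = inhibition above a per-plate cutoff, mean inhibition of test wells between control levels plus 3 SD, cut at about 38% in these data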;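 also: cells cotransfected with COUP-TFII expression vector driving the NGFI-A reporter; 0% = median of COUP-TF2 test wells and 100% = reporter-only cells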
EBV LMP1 NFkB = reduces LMP1-driven NF-kappaB luciferase signal; LMP1-induced NF-kappaB luciferase reporter cells, luminescence; inhibition, % at 12.5 µM; 350,000 tested, 0.69% active; AID 504558; in the data active = inhibition above about 41%;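 also: 0% = neutral control wells and 100% = reference inhibitor control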
NR5A2 inv ag = NR5A2 inverse agonism in reporter assay; O00482; HEK293T StAR-luciferase reporter, LRH-1 transfected, 24 h; inhibition, % at 3.6 µM; 360,000 tested, 0.13% active; AID 602396;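 active = inhibition above the mean inhibition of all tested compounds plus 3 SD, cut at about 73% in these data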;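 also: 0% = DMSO wells and 100% = reporter-only cells lacking LRH-1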
SRC1 inh = inhibitors of human steroid receptor coactivator 1 (SRC1) | HEK293 GAL4-SRC1 luciferase reporter, luminescence | AID 588354 | inhibition, % at 3.6 µM | 360,000 tested, 0.12% active;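 active = inhibition above the campaign mean plus 3 SD, with each screening campaign given its own cutoff, cut at about 60% in these data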;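 also: 0% = DMSO treated cells and 100% = gossypol at 36 µM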
C8 TRAIL sens = sensitizes caspase-8 expressing cells to TRAIL; NB7+C8 cells + TRAIL, ATPlite viability luminescence; inhibition (viability loss, TRAIL sensitization), % at 10 µM; 360,000 tested, 1% active; AID 624354;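 active = compounds causing at least 50% loss of cell viability in the single-dose screen, relative to plate controls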
SRC3 inh = inhibits human SRC3 coactivator | Q9Y6Q9 | HEK293 GAL4-SRC3 luciferase reporter, luminescence | inhibition, % at 3.6 µM | 360,000 tested, 0.17% active | AID 588352;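 active = inhibition above a per-campaign cutoff, the mean of all compounds plus 3 SD, cut at about 60% in these data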;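 also: 0% = DMSO-treated cells and 100% = gossypol-treated cells at 36 µM; higher means less SRC3-driven luciferase light from the GAL4 reporter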
NOD2-RIPK2 inh = blocks binding of human NOD2 to RIPK2 | inhibition, % at 4.98 µM | O43353 | AID 624267 | CHO BLA complementation NOD2-RIPK2, CCF4 ratio | 360,000 tested, 0.38% active; in the data active = inhibition above about 21%;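 also: 0% = vehicle only and 100% = reference blocker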
An asterisk follows results filed as active. Only part of the results is shown; rates above refer to the full screens.

`CN1CCN(C(=O)c2cc3sccc3n2CC(=O)c2ccccc2)CC1` gave TLR9-MyD88 block 1, Vif inh 4, SRC2 inh -15, TROY signal inh 0, COUP-TFII inh 1, EBV LMP1 NFkB -6, NR5A2 inv ag 6, SRC1 inh -3, C8 TRAIL sens 1, SRC3 inh 16 and NOD2-RIPK2 inh -9.
`CCN1C(=O)[C@H]2[C@@H](c3ccc(-c4ccc(OC)cc4)cc3)N[C@@](C)(C(=O)OC)[C@H]2C1=O` gave TLR9-MyD88 block 1, Vif inh -5, SRC2 inh 17, TROY signal inh 17, COUP-TFII inh 3, EBV LMP1 NFkB 2, NR5A2 inv ag 21, SRC1 inh -13, C8 TRAIL sens 11, SRC3 inh 9 and NOD2-RIPK2 inh -2.
Screening CCN1CCN(C(=O)C(=O)c2cn(CC(=O)N3CCCC3)c3ccccc23)CC1 returned TLR9-MyD88 block 1, Vif inh -5, SRC2 inh 13, TROY signal inh 23, COUP-TFII inh 16, EBV LMP1 NFkB 3, NR5A2 inv ag 10, SRC1 inh -16, C8 TRAIL sens -13, SRC3 inh 14 and NOD2-RIPK2 inh -8.
O=C(COC(=O)C1CCC1)NCc1ccc(F)cc1 was read as TLR9-MyD88 block -3, Vif inh -9, SRC2 inh -13, TROY signal inh 18, COUP-TFII inh 0, EBV LMP1 NFkB -4, NR5A2 inv ag 5, SRC1 inh -24, C8 TRAIL sens -8, SRC3 inh 0 and NOD2-RIPK2 inh 14.
`O=C1NC[C@H](CCCCN2CCN(CCc3ccccc3)C(=O)C2=O)N(CCC2CCCCC2)C1=O` gave SRC2 inh 21, TROY signal inh 1, COUP-TFII inh -7, NR5A2 inv ag -51, C8 TRAIL sens -1 and NOD2-RIPK2 inh -12.
`N#C/C(=C/c1ccc(N2CCCCC2)o1)C(=O)Nc1ccc2ccccc2c1` gave TLR9-MyD88 block 19, Vif inh -6, SRC2 inh 3, TROY signal inh -18, COUP-TFII inh -10, EBV LMP1 NFkB 3, NR5A2 inv ag -69, SRC1 inh -18, C8 TRAIL sens 29, SRC3 inh -22 and NOD2-RIPK2 inh 15.
For Cc1onc(-c2c(Cl)cccc2Cl)c1NC(=O)NN(C)C the results were TLR9-MyD88 block -3, Vif inh -10, SRC2 inh -8, TROY signal inh -4, COUP-TFII inh 5, EBV LMP1 NFkB 4, NR5A2 inv ag -5, SRC1 inh 8, C8 TRAIL sens 10, SRC3 inh 27 and NOD2-RIPK2 inh 4.
For Cc1cc(Cl)ccc1NC(=O)CN1CCC(C(O)(c2ccccc2)c2ccccc2)CC1 the results were TLR9-MyD88 block -7, Vif inh -6, SRC2 inh -7, TROY signal inh 7, COUP-TFII inh -1, EBV LMP1 NFkB -18, NR5A2 inv ag 37, SRC1 inh 12, C8 TRAIL sens 16, SRC3 inh 22 and NOD2-RIPK2 inh -4.
`O=C(NCc1ccccc1F)c1cc(=O)[nH]c2ccccc12` gave TLR9-MyD88 block -10, Vif inh 8, SRC2 inh -4, TROY signal inh -2, COUP-TFII inh 0, EBV LMP1 NFkB 2, NR5A2 inv ag 16, SRC1 inh -1, C8 TRAIL sens -2, SRC3 inh -17 and NOD2-RIPK2 inh -14.
For c1ccc(-c2csc3ncnc(NCCCN4CCOCC4)c23)cc1 the results were TLR9-MyD88 block -1, Vif inh -11, SRC2 inh 25, TROY signal inh 26, COUP-TFII inh 7, EBV LMP1 NFkB 4, NR5A2 inv ag 15, SRC1 inh 7, C8 TRAIL sens -7, SRC3 inh 19 and NOD2-RIPK2 inh -3.
For CCN(CC1CCCN(CCc2cccc(F)c2)C1)C(=O)c1cc(C)oc1C (stereo not drawn) the results were TLR9-MyD88 block -17, Vif inh -5, SRC2 inh -6, TROY signal inh -10, COUP-TFII inh 23, EBV LMP1 NFkB 5, NR5A2 inv ag -3, SRC1 inh -10, C8 TRAIL sens 8, SRC3 inh -32 and NOD2-RIPK2 inh -11.
C[C@H](CO)N1C[C@H](C)[C@@H](CN(C)Cc2ccc(Cl)c(Cl)c2)Oc2c(NC(=O)C3CCOCC3)cccc2C1=O was read as TLR9-MyD88 block -7, Vif inh 2, SRC2 inh 21, TROY signal inh -18, COUP-TFII inh 5, EBV LMP1 NFkB 6, NR5A2 inv ag 24, SRC1 inh 7, C8 TRAIL sens -14, SRC3 inh 13 and NOD2-RIPK2 inh 5.
Cc1ccc(N2CCN(C(=O)NC3CCCCC3)CC2C)cc1 (stereo not drawn) was read as TLR9-MyD88 block 0, Vif inh -3, SRC2 inh -13, TROY signal inh 3, COUP-TFII inh 3, EBV LMP1 NFkB -13, NR5A2 inv ag -9, SRC1 inh -31, C8 TRAIL sens 10, SRC3 inh -1 and NOD2-RIPK2 inh 8.
`O=C(Nc1cccc([N+](=O)[O-])c1)NC1CCS(=O)(=O)C1` (stereo not drawn) gave TLR9-MyD88 block 3, Vif inh 9, SRC2 inh -9, TROY signal inh -13, COUP-TFII inh 11, EBV LMP1 NFkB 4, NR5A2 inv ag -8, SRC1 inh -5, C8 TRAIL sens 5, SRC3 inh -18 and NOD2-RIPK2 inh -11.
Screening COc1ccc(N(CC(O)CN2CCOCC2)S(=O)(=O)c2ccc(C)cc2)cc1 (stereo not drawn) returned TLR9-MyD88 block 1, Vif inh 16, SRC2 inh -35, TROY signal inh 2, COUP-TFII inh 12, EBV LMP1 NFkB -5, NR5A2 inv ag 1, SRC1 inh -4, C8 TRAIL sens 2, SRC3 inh 4 and NOD2-RIPK2 inh 2.

Brought forward from above: 2 entries; new compounds follow.
`O=C(Nc1cccc([N+](=O)[O-])c1)NC1CCS(=O)(=O)C1` (stereo not drawn) gave TLR9-MyD88 block 3, Vif inh 9, SRC2 inh -9, TROY signal inh -13, COUP-TFII inh 11, EBV LMP1 NFkB 4, NR5A2 inv ag -8, SRC1 inh -5, C8 TRAIL sens 5, SRC3 inh -18 and NOD2-RIPK2 inh -11.
Screening COc1ccc(N(CC(O)CN2CCOCC2)S(=O)(=O)c2ccc(C)cc2)cc1 (stereo not drawn) returned TLR9-MyD88 block 1, Vif inh 16, SRC2 inh -35, TROY signal inh 2, COUP-TFII inh 12, EBV LMP1 NFkB -5, NR5A2 inv ag 1, SRC1 inh -4, C8 TRAIL sens 2, SRC3 inh 4 and NOD2-RIPK2 inh 2.
Screening O=C(O)COc1ccc(/C=N/NC(=O)c2ccccc2Br)cc1 returned TLR9-MyD88 block 4, Vif inh 16, TROY signal inh -21, EBV LMP1 NFkB -1, NR5A2 inv ag -1, SRC1 inh -32, C8 TRAIL sens -1, SRC3 inh 6 and NOD2-RIPK2 inh -2.
Screening COc1cccc(C(=O)Nc2cccc(C(=O)N3CCOCC3)c2)c1 returned TLR9-MyD88 block 9, Vif inh 1, SRC2 inh -19, TROY signal inh 2, COUP-TFII inh -7, EBV LMP1 NFkB 5, NR5A2 inv ag 1, SRC1 inh -27, C8 TRAIL sens -2, SRC3 inh 0 and NOD2-RIPK2 inh -12.
`CCCCN(C)CC(O)Cn1cc(/C=C/C(=O)c2ccc(C)cc2)c2ccccc21` (stereo not drawn) gave TLR9-MyD88 block 14, Vif inh -3, SRC2 inh -35, TROY signal inh 12, COUP-TFII inh 1, EBV LMP1 NFkB 0, NR5A2 inv ag -19, SRC1 inh -58, C8 TRAIL sens 29, SRC3 inh -1 and NOD2-RIPK2 inh 32*.
For CCC(CC)C(=O)N(C)c1c(C)nc2c(OCc3ccccc3C(=O)OC)cccn12 the results were Vif inh -1, SRC2 inh -1, TROY signal inh 10, COUP-TFII inh 11, NR5A2 inv ag -9, SRC1 inh 4, C8 TRAIL sens -5, SRC3 inh 8 and NOD2-RIPK2 inh 7.
For O=C1C2C3C=CC(C3)C2C(=O)N1CC1CCCO1 (stereo not drawn) the results were TLR9-MyD88 block 0, Vif inh 7, SRC2 inh -9, TROY signal inh 14, COUP-TFII inh 6, EBV LMP1 NFkB 2, NR5A2 inv ag -2, SRC1 inh -8, C8 TRAIL sens 8, SRC3 inh -1 and NOD2-RIPK2 inh -2.
Screening COc1ccc(CC(=O)Nc2ccc(NC(=O)c3ccc(Br)cc3)cc2)cc1OC returned TLR9-MyD88 block -6, Vif inh -10, SRC2 inh 23, TROY signal inh 8, COUP-TFII inh 6, EBV LMP1 NFkB -15, NR5A2 inv ag 7, SRC1 inh 1, C8 TRAIL sens -17, SRC3 inh 14 and NOD2-RIPK2 inh 1.
NC(=O)c1ccccc1NS(=O)(=O)Cc1ccccc1 was read as TLR9-MyD88 block 12, Vif inh 32, SRC2 inh -15, TROY signal inh -12, COUP-TFII inh -2, EBV LMP1 NFkB -5, NR5A2 inv ag 2, SRC1 inh -15, C8 TRAIL sens 3, SRC3 inh 6 and NOD2-RIPK2 inh -5.
For COCCN(C(=O)c1cc(OC)c(OC)c(OC)c1)c1c(N)n(Cc2ccccc2)c(=O)[nH]c1=O the results were TLR9-MyD88 block 8, Vif inh 0, SRC2 inh 0, TROY signal inh 2, COUP-TFII inh -2, EBV LMP1 NFkB -8, NR5A2 inv ag 8, SRC1 inh 9, C8 TRAIL sens -4, SRC3 inh 13 and NOD2-RIPK2 inh -4.
Screening O=S(=O)(Cc1ccccc1)NCC1CCCN(Cc2cccc3nonc23)C1 (stereo not drawn) returned TLR9-MyD88 block 0, Vif inh -11, SRC2 inh 10, TROY signal inh 0, COUP-TFII inh 10, EBV LMP1 NFkB 4, NR5A2 inv ag 15, SRC1 inh -2, C8 TRAIL sens 4, SRC3 inh 2 and NOD2-RIPK2 inh 4.
Screening COc1cc(NC(=O)CN2c3cccc4cccc(c34)S2(=O)=O)cc(OC)c1OC returned TLR9-MyD88 block -2, Vif inh -12, SRC2 inh 8, COUP-TFII inh 11, EBV LMP1 NFkB 16, NR5A2 inv ag 10, SRC1 inh 8, C8 TRAIL sens 19, SRC3 inh 20 and NOD2-RIPK2 inh -14.
Screening O=C1CC(NS(=O)(=O)c2cccnc2)CN1c1ccc(F)cc1 (stereo not drawn) returned TLR9-MyD88 block -6, Vif inh 7, SRC2 inh -2, TROY signal inh -6, COUP-TFII inh 12, EBV LMP1 NFkB -7, NR5A2 inv ag -11, SRC1 inh -33, C8 TRAIL sens -17, SRC3 inh 6 and NOD2-RIPK2 inh 1.
`O=c1oc2ccc(Cl)cc2cc1-c1nnc(Nc2cccc(C(F)(F)F)c2)s1` gave TLR9-MyD88 block -1, Vif inh 8, SRC2 inh -3, TROY signal inh -6, COUP-TFII inh 6, EBV LMP1 NFkB 8, NR5A2 inv ag -11, SRC1 inh 6, C8 TRAIL sens -1, SRC3 inh -7 and NOD2-RIPK2 inh 1.
`N#CC(Sc1ccccn1)c1ccc(Cl)cc1` (stereo not drawn) gave TLR9-MyD88 block 6, Vif inh 1, SRC2 inh 23, TROY signal inh 10, COUP-TFII inh 21, EBV LMP1 NFkB 1, NR5A2 inv ag -11, SRC1 inh -9, C8 TRAIL sens 3, SRC3 inh -8 and NOD2-RIPK2 inh 9.
CNC[C@@H](C)NC[C@@H](Cc1ccccc1)NCCc1ccccc1 was read as TLR9-MyD88 block -4, Vif inh 6, SRC2 inh -4, TROY signal inh -14, COUP-TFII inh -5, EBV LMP1 NFkB -16, NR5A2 inv ag 12, SRC1 inh -8, C8 TRAIL sens 18, SRC3 inh 1 and NOD2-RIPK2 inh -18.
